# Screening results from PubChem.
# Rab7 wt GTP bind = modulators of GTP binding to Rab7, primary screen, biochemical, wildtype, multiplex bead flow cytometry. Rab7 GTPase wild type (dog), Bodipy-FL-GTP binding. GST-Rab7 beads, fluorescent GTP binding; actives lie on both sides; untreated = 100%, excess cold GTP = 0%. GTP binding activity (percent of control), % at 10 µM. 0.055% of 190,000 active. AID 758, 2007;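 active = fluorescent GTP binding to Rab7 beads changed by at least 20 points from the 100% baseline, either direction, mostly lower; inconclusive = compound itself probably fluorescent, or too few beads counted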;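 note: median green fluorescence of bound Bodipy-FL-GTP per Rab7 bead population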
# Rac1 wt GTP bind = wildtype Rac1 GTP binding modulators, primary screen, biochemical, GST-Rac1 beads, flow cytometry, multiplex. Ras-related C3 botulinum toxin substrate 1 (Homo sapiens), P63000. 0.27% of 190,000 active. fluorescent GTP binding; actives lie on both sides; 0 = cold GTP competed, 100 = untreated. AID 757, 2007. GTP binding activity (% of control), % at 10 µM;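 active = GTP binding activity at least 20 points away from the 100% control level, either lower or higher; inconclusive = compound flagged as likely green fluorescent, judged across all proteins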
# Cdc42 wt = modulators of GTP binding to wildtype Cdc42, primary screen, biochemical, multiplex bead flow cytometry, Bodipy-GTP; Cell division control protein 42 homolog (Homo sapiens), P60953; GST-Cdc42 beads; actives lie on both sides; percent activity (GTP binding), % at 10 µM; 0.2% of 190,000 active; AID 761, 2007;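 active = percent activity GTP binding at least 20 points away from the 100% baseline, either down as inhibitor or up as activator; inconclusive = compound flagged as likely green fluorescent from well-wide comparison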;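 note: median bead fluorescence of bound Bodipy-FL-GTP at 100 nM; 0% = excess unlabeled GTP control and 100% = no compound control; below 100% means less GTP binding so inhibitor and above means activator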
# Target sequence (P60953 whole entry, looked up): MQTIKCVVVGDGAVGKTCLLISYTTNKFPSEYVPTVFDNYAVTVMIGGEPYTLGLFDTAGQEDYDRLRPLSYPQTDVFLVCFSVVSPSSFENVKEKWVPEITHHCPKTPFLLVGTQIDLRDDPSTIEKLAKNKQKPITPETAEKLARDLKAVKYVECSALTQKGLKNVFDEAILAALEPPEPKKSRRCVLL
# Rac1 act GTP bind = GTP binding modulators of activated mutant Rac1, primary screen, biochemical, bead-based flow cytometry, multiplex, fluorescent GTP. GST-Rac1 activated beads; actives lie on both sides; 100% means binding = to untreated wells. percent activity (GTP binding), % at 10 µM. 0.11% of 190,000 active;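 active = GTP binding at least 20 percentage points away from the 100% baseline, in either direction, so actives lie on both sides; inconclusive = Compound likely fluorescent itself, or too few beads counted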
# HRas wt GTP bind = modulators of GTP binding to HRas wildtype, primary screen, biochemical, bead-based flow cytometry, multiplex | GST-Ras wt beads, Bodipy-FL-GTP binding; actives lie on both sides | GTP binding activity, % at 10 µM | AID 759, 2007 | 0.14% of 190,000 active;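 active = GTP binding activity at least 20% away from the 100% baseline, either lowered as inhibitor or raised as activator; inconclusive = flagged as likely green fluorescent, judged across all proteins in the well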;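 note: 0% = unlabeled GTP competition control and 100% = no-compound control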
# Target sequence (P01112 whole entry, looked up): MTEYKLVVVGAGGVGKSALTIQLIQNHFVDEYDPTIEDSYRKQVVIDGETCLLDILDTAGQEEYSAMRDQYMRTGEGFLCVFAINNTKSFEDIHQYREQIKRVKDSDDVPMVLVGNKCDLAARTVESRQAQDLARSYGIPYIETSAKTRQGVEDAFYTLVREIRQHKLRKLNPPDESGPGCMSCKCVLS
# ABCB1 inh = ABCB1 efflux pump inhibitors, primary screen, cell-based, multiplex, flow cytometry, ABCG2 counter-screen; ATP-dependent translocase ABCB1 (Homo sapiens), P08183; CCRF-Adr cells, JC-1 efflux; inhibition, % at 6.6 µM; 0.067% of 190,000 active; in the data active = inhibition above about 40%;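 note: 0% = vehicle and 100% = reference inhibitor; higher value means more JC-1 retained so stronger ABCB1 efflux block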
# Rab2 wt GTP = modulators of GTP binding to Rab2A wildtype, primary screen, biochemical, dog, bead-based flow cytometry, multiplex. Ras-related protein Rab-2A (Canis lupus familiaris), P61105. GST-Rab2 wt beads, Bodipy-GTP binding. GTP binding activity, % at 10 µM. 0.19% of 190,000 active;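 active = GTP binding activity at least 20 points away from 100%, either lowered or raised; inconclusive = signal likely due to the compound's own green fluorescence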;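 note: 0% = beads with excess unlabeled GTP and 100% = no-compound control corrected for plate trend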
# Pf gamet viab = late stage P. falciparum gametocyte viability inhibitors, primary screen, ATP luminescence, HTS | P. falciparum stage V gametocytes, 24 h | inhibition, % at 10.9 µM | 0.065% of 150,000 active | AID 743093, 2013;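 active = inhibition above the mean plus 3 SD of compounds within the control limits, set per campaign, cut at about 38% in these data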;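 note: 0% = DMSO wells and 100% = medium only without gametocytes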
# GSH fluor = compound fluorescence on glutathione beads, profiling panel, artefact control, biophysical, 488/530 nm, flow cytometry; GSH beads flow cytometry, compound fluorescence 488/530 nm; hits give high values; fluorescence (KMESF) at 10 µM; 0.25% of 190,000 active; AID 1776, 2009; in the data active = fluorescence above about 89;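 note: glutathione beads carrying GST-tagged Bcl family fusion proteins plus one bare bead set; values are compound well signal with DMSO vehicle wells as background; inactives centre near 16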
# Avidin bead fluor = green autofluorescence of compounds with avidin beads – biophysical, 488/530 nm, flow cytometry, artefact control, profiling panel. compound fluorescence 488/530 nm; hits give high values. fluorescence (KMESF) at 10 µM. 0.38% of 220,000 active. AID 1775, 2009; in the data active = fluorescence above about 47; note: inactives centre near 10
# ABCG2 block = ABCG2 efflux pump inhibitors, primary screen, multiplex with ABCB1, IgMXP3 cells, flow cytometry | AID 1325, 2008 | Broad substrate specificity ATP-binding cassette transporter ABCG2 (Homo sapiens), Q9UNQ0 | 0.1% of 190,000 active | JC-1 efflux | inhibition, % at 6.6 µM;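 active = inhibition above 80%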;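 note: 0% = DMSO and 100% = nicardipine control wells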
# Target sequence (Q9UNQ0 whole entry, looked up): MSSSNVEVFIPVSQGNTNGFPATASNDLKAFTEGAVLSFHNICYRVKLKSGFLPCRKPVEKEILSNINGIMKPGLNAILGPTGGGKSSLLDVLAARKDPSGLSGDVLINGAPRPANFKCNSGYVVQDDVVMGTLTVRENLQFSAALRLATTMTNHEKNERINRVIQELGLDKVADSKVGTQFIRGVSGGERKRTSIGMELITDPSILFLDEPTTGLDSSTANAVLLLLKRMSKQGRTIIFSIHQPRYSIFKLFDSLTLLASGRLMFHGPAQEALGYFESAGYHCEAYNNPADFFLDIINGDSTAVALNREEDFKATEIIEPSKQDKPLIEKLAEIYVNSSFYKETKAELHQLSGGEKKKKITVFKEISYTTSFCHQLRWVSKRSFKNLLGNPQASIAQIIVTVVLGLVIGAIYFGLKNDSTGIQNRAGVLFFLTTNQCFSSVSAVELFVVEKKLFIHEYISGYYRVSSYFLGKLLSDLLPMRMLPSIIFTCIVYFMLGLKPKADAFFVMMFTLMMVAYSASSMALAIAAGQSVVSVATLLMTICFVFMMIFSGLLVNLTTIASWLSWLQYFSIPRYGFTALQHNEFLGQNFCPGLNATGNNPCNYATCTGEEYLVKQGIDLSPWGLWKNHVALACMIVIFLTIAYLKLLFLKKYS
#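 Incubation: cells with compound and JC-1, 10 min at 25 °C, rotating, no wash / Test system: IgMXP3 (ABCG2) plus far-red-tagged CCRF-Adr (ABCB1) cells / Compound dosing: one concentration, 6.6 µM final / Also added: JC-1 fluorescent substrate / Evaluation: efflux inhibition in percent versus controls / Detection: flow cytometry, 530 nm JC-1 signal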
# An asterisk follows results filed as active; ? = inconclusive; . = no result given.
SMILES,Rab7 wt GTP bind,Rac1 wt GTP bind,Cdc42 wt,Rac1 act GTP bind,HRas wt GTP bind,ABCB1 inh,Rab2 wt GTP,Pf gamet viab,GSH fluor,Avidin bead fluor,ABCG2 block
CN(C1CCCC1)C1CCN(C(=O)CNC(=O)/C=C/c2ccccc2)CC1,100,104,101,102,101,0.3,101,12,10,2,0
Cc1oc2c(c(=O)c1C)C(=O)CC(c1ccccc1)C2 (stereo not given),101,108,102,101,103,-0.3,100,-45,48,12,6
Cc1c(NC(=O)c2cccc(S(=O)(=O)N3CCOCC3)c2)c(=O)n(-c2ccccc2)n1C,98,102,105,99,103,0.1,103,3,20,9,0
COc1cccc(C2=NOC(C(=O)N3CCOCC3)C2)c1 (stereo not given),104,98,99,97,101,0.4,100,8,17,10,0
COc1ccc(OC)c(N2C(=O)[C@@H]3C(c4ccccc4Cl)=NO[C@@H]3C2=O)c1,94,97,95,96,96,-0.3,96,.,14,29,-1
Cc1cccc(C)c1NC(=O)C1=C(O)c2sccc2N(C)S1(=O)=O,102,93,90,93,96,-0.3,94,-32,6,25,-1
CCOC(=O)c1c(C)[nH]c(C(=O)CN2C(=O)NC(CC)(c3ccccc3)C2=O)c1C (stereo not given),98,107,102,100,99,1.9,99,1,6,5,3
Cc1cc(C)c(S(=O)(=O)N2CCOC2CNC(=O)C(=O)NCc2ccco2)c(C)c1 (stereo not given),98,106,102,100,102,1.1,100,.,17,.,7
N#CC1(c2ccccc2)CCC(=NO)CC1 (stereo not given),101,103,98,99,98,0.5,100,.,10,22,1
COc1cc2c(cc1/C=C1/NC(=O)N(CC(=O)Nc3ccccc3)C1=O)OCO2,108,102,102,100,101,0.2,105,4,7,10,0
O/N=C/c1ccc(-c2cc(Cl)ccc2Cl)o1,99,100,98,100,97,0.1,96,-2,9,15,5
Cc1cc(C)cc(OCC(=O)N(Cc2cccs2)C2CCS(=O)(=O)C2)c1 (stereo not given),92,96,96,95,96,1.1,93,8,10,16,3
Cc1ccc(-n2c(Cn3c(C)nc4ccccc43)n[nH]c2=S)cc1,100,103,101,101,97,0.5,101,8,6,1,-6
COC(=O)c1ccccc1NC(=O)c1ccc(-c2ccccc2F)o1,96,100,99,100,97,0.8,97,.,24,22,58
O=C(COc1ccccc1)NNc1c2ccccc2nc2ccccc12,92,93,93,93,94,0.5,90,-11,36,11,3
CNC(=O)c1nn(-c2ccccc2)ccc1=O,98,106,104,100,100,0.7,100,-10,10,43,14
NS(=O)(=O)c1ccc(CNC(=S)NCc2ccc(Cl)cc2)cc1,101,106,102,100,103,-0.6,103,7,7,1,-5
Cc1ccc(O)c(C(=O)c2cnc3c(c2)COc2ccc(C)cc2-3)c1,97,102,100,98,100,0.3,97,-6,16,22,1
COc1cccc(NC(=O)CNC(C)CCC(C)C)c1 (stereo not given),104,104,100,100,102,1.2,101,.,13,6,13
CCOC(=O)c1ccc(NS(C)(=O)=O)cc1,102,106,101,102,105,-0.5,101,.,54,8,1
O=C1c2cccc3cccc(c23)C(=O)N1CCN1CCN(CC(O)COc2ccc3ccccc3c2)CC1 (stereo not given),100,105,100,100,101,0.1,100,17,17,18,-1
Cc1ccc(S(=O)(=O)CC(=O)Nc2c(C)n(C)n(-c3ccccc3)c2=O)cc1,104,104,100,96,100,0.5,99,0,12,12,1
COc1ccc(C(C(=O)NC2CCCCC2)N(Cc2cccs2)C(=O)Cc2c[nH]c3ccccc23)cc1OC (stereo not given),100,104,101,102,101,3.7,102,-10,24,12,7
O=C(O)C1CCN(S(=O)(=O)N2CCOCC2)CC1,104,105,103,100,102,0.5,101,.,23,45,2

# A few values from above:
# NS(=O)(=O)c1ccc(CNC(=S)NCc2ccc(Cl)cc2)cc1 in Cdc42 wt is entered as 102
# COc1ccc(C(C(=O)NC2CCCCC2)N(Cc2cccs2)C(=O)Cc2c[nH]c3ccccc23)cc1OC (stereo not given) in ABCB1 inh is entered as 3.7

# Next part.
SMILES,Rab7 wt GTP bind,Rac1 wt GTP bind,Cdc42 wt,Rac1 act GTP bind,HRas wt GTP bind,ABCB1 inh,Rab2 wt GTP,Pf gamet viab,GSH fluor,Avidin bead fluor,ABCG2 block
Cn1c(=O)cc(SCC(=O)N2CCCC2)c2ccc(Cl)cc21,99,98,97,97,99,1.6,98,.,44,21,5
O=C(NCCN1CCOCC1)C1CCN(c2nc3ccccc3o2)CC1,98,104,101,99,101,0.0,100,.,45,33,0
CCCCCC(=O)OCCc1c(C)nc2nc[nH]n2c1=O,102,98,94,94,99,1.1,95,2,26,11,0
COCCOC(=O)C1=C(C)NC(=O)NC1c1ccc(Cl)cc1 (stereo not given),104,110,104,101,104,0.1,102,.,7,10,1
C[C@H](CCC(=O)O)[C@H]1CC[C@H]2[C@@H]3C(=O)C[C@@H]4CC(=O)CC[C@]4(C)[C@H]3CC(=O)[C@]12C,102,100,100,96,98,-0.4,103,.,18,4,-1
O=C(/C(=C(\O)c1ccccc1)c1ncc[nH]1)c1ccccc1,95,96,98,96,97,0.4,96,-23,24,9,4
CCN1CCN(C(=S)NCCc2ccccc2)CC1,98,101,100,99,100,0.1,100,-8,15,8,0
CCOC(=O)c1c(-c2ccccc2)csc1NC(=O)CSc1nc(C)cc(C)n1,96,103,99,99,98,15,96,-1,10,3,21
COc1ccc(C(C(=O)NC2CCCCC2)N(C(=O)CCCC(=O)Nc2ccccn2)c2ccc3c(c2)OCCO3)cc1 (stereo not given),99,100,100,99,99,0.5,98,-21,24,6,1
Cc1ccc(CNC(=O)Cn2cccc2C(=O)c2ccccc2C)cc1,106,97,96,93,96,0.2,98,-2,17,10,-1
COc1ccc2c(Cl)c(C(=O)NC3CCS(=O)(=O)C3)sc2c1 (stereo not given),99,97,100,97,100,0.4,100,.,8,13,3
O=S(=O)(Nc1nccs1)c1ccc(Cl)cc1,98,102,97,100,98,0.3,96,-23,44,7,-6
Cc1ccc(S(=O)(=O)NCC(=O)OCC(=O)c2cc(C)n(-c3ccccc3)c2C)cc1,97,100,98,98,97,1.4,98,.,13,3,28
N/C(=N\N=C\c1cccc(O)c1)c1nonc1N,96,92,93,93,92,-0.2,91,15,11,8,3
COC(=O)c1ccc2[nH]c(C)cc(=O)c2c1,101,105,100,101,100,0.2,101,.,13,9,1
CCOC(=O)N1CCN(C(=O)CN(c2ccccc2OC)S(=O)(=O)c2ccc(OC)cc2)CC1,107,103,95,99,102,2.1,99,10,28,9,2
COc1cc(CN2CCN(c3cccc(C)c3C)CC2)cc([N+](=O)[O-])c1O,98,96,97,95,94,4.9,96,.,18,11,3
O=C(/C(=C/c1ccccc1)c1ccccc1)N1CCCCC1,?,?,?,?,?,-0.5,?,.,17,14,4
Cc1cc(Nc2ccc(F)cc2C)n2nc(C)nc2n1,97,104,102,101,101,0.2,99,.,14,5,1
CCCn1c(SCC(=O)Nc2ccc(C)c(S(=O)(=O)N3CCOCC3)c2)n[nH]c1=O,96,101,101,96,97,0.6,99,-14,13,14,1
CCOc1ccc2nc(NC(=O)CN3CCC(n4nnc5cc(C(F)(F)F)ccc54)CC3)sc2c1,100,104,101,97,100,2.8,99,.,31,15,30
Cc1ccc(C)c(NC(=O)Cn2nc([N+](=O)[O-])c(Br)c2C)c1,96,99,98,100,99,0.2,98,27,9,7,1
COc1ccccc1NS(=O)(=O)c1ccc(OC)c(OC)c1,97,101,102,98,101,-2.9,100,.,22,113*,-2
COc1ccccc1N1CCN(C/C=C/c2ccc(N(C)C)cc2)CC1,98,94,94,96,96,0.7,97,.,12,9,1
O=C(CSc1nc(-c2ccccc2)nc2ccccc12)Nc1cccc(C(=O)O)c1,101,93,91,92,91,-0.7,90,-19,67,13,0
CC(=O)C1=C(S(=O)(=O)c2ccc(C)cc2)CS(=O)(=O)C1,96,97,90,95,94,-2.5,96,17,18,2,-7
Cn1c(-c2ccc(F)cc2)cnc1NCc1ccc(C#N)cc1,102,106,102,101,102,1.7,103,-21,25,10,21
CC(NO)C(C)(C)NO (stereo not given),102,102,103,101,104,0.3,101,6,16,8,2
COc1ccccc1NC(=S)N(Cc1cccnc1)Cc1ccccc1Cl,110,99,97,97,102,-0.3,105,-35,11,4,-1
C/C(O)=C(/C=NCC(=O)O)C(=O)Nc1nccs1,94,99,99,97,98,0.8,94,.,21,11,6
O=C(NC(C(=O)O)c1ccccc1)c1ccccc1 (stereo not given),101,104,100,99,100,0.6,99,.,54,6,3
CS(=O)(=O)N1CCN(c2c(Cl)cccc2[N+](=O)[O-])CC1,101,106,101,100,101,0.3,99,-4,8,9,0
CC(C)COC(=O)Nc1nnc(Cc2ccccc2)s1,103,100,101,94,98,0.5,101,-1,12,20,2
Cn1ccnc1SCC(=O)c1cccc(Br)c1,103,103,102,98,101,-0.5,99,.,44,7,4
CC(=O)COc1ccc2c3c(c(=O)oc2c1)CCCC3,99,101,101,97,100,0.2,96,-125,5,10,3
CC(NC(=O)CSc1nc2ccc(N)cc2s1)c1ccccc1 (stereo not given),103,96,96,95,97,0.0,96,-7,13,13,1
Cc1ccccc1NC(=O)c1ccc(F)c(S(=O)(=O)N2CCN(c3ccccn3)CC2)c1,100,102,98,100,102,2.4,103,.,7,13,3
C=CCn1c(=O)c2ccccc2n2c(Sc3nnnn3-c3ccccc3)nnc12,100,102,99,98,100,1.5,99,.,23,25,33
O=C(CSc1ccccn1)N1CCc2ccccc21,96,97,98,96,94,0.7,97,18,7,11,5
O=C1CN(C(=O)CSc2nc3cc(Cl)ccc3c(=O)n2Cc2ccccc2)c2ccccc2N1,102,106,102,101,103,4.6,102,12,11,9,7
